# TrxR1 substrate – substrates of rat thioredoxin reductase 1; O89049; purified TrxR1 substrate turnover, NADPH consumption readout; Potency, µM (doses to about 114 µM), for the others: at the highest dose activity change, negative = substrate turnover; 0.01% of 390,000 active; note: potency is the fitted concentration of half-maximal effect; % is set by controls: 0 for no effect and ±100 for the full control effect; nearly all actives have a fitted effect of over 50% in size
#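 Rat TrxR1, dispensed at 90 nM, was prereduced with 400 uM NADPH (final) for 5 min at ~22 deg C, then incubated with compound 15 min before 400 uM selenite. A first-read NADPH fluorescence drop versus no-compound background flagged substrates.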
# TRHR agonist – activates the human TRH receptor | P34981 | TRHR cells, calcium flux fluo-8, FDSS agonist mode | activation, % at 2 µM | 0.18% of 360,000 active; in the data active = activation above about 30%; note: 0% is about no effect
#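 Read-out: compound-evoked intracellular calcium rise in TRHR cells, fluo-8 dye, kinetic FDSS fluorescence at 1 s/cycle following a 10-cycle baseline. Cells cultured overnight before dye loading (30 min–1.5 h, RT).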
# TrxR1 inh – inhibitors of rat thioredoxin reductase 1; recombinant rTrxR1, NADPH fluorescence consumption, selenite substrate; Potency, µM (top dose mostly 114 µM), inactives show at the highest dose activity change, negative = inhibition, most hits filed as inhibitors; 1% of 390,000 active; AID 588453; note: potency is the fitted concentration of half-maximal effect; % is set by controls: 0 for no effect and ±100 for the full control effect; nearly all actives have a fitted effect of over 65% in size
#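 Rat TrxR1 (90 nM in the dispensed reagent) was pre-reduced with 400 uM NADPH for 5 min at room temperature, then incubated with compound for 15 min. After 400 uM selenite was added, NADPH fluorescence (Ex 340/Em 450 nm) was followed for 8 min.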
# Pin1 inh – human Pin1 inhibition; Potency, µM (titrated, usually from 115 µM), inactives show top-dose activity, negative = inhibition, most hits filed as inhibitors; Q13526; 0.009% of 390,000 active; Pin1 FP peptide displacement, HiFluor488, 10 min; active = well fitted inhibition curve with a large enough effect in the polarisation, with a control signal flat, not every such curve was filed as active; inconclusive = small, poorly fitted or top-dose-only effect, or effect the other way, or a change in a side signal; inactive = no such curve, though single readings can be large or run the other way; the % refers to the polarisation; note: potency is the fitted concentration of half-maximal effect; % is set by controls: 0 for no effect and ±100 for the full control effect
# Target sequence (Q13526 whole entry, looked up): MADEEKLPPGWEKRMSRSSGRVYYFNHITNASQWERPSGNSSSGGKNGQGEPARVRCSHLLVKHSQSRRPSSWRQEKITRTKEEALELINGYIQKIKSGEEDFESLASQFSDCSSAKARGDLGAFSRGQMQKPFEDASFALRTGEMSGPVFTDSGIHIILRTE
# USP1 inh – blocks the human USP1/UAF1 deubiquitinase complex. O94782. recombinant USP1/UAF1, Ub-Rhodamine cleavage fluorescence. Potency, µM (series often up to 57.1 µM), for inactives: at the highest dose activity change, negative = inhibition, most hits filed as inhibitors. 0.23% of 390,000 active. AID 743255; note: potency is the fitted concentration of half-maximal effect; % is set by controls: 0 for no effect and ±100 for the full control effect; nearly all actives have a fitted effect of over 60% in size; inactives centre near -12
#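 USP1/UAF1 complex (1 nM) preincubated 15 min at room temperature with compound, then Ub-Rho substrate (150 nM final) added. Kinetic fluorescence at 480/540 nm over 6 reads at 60 s intervals; 50 mM HEPES pH 7.8, 0.5 mM EDTA, 0.1 mg/ml BSA, 1 mM TCEP, 0.01% Tween-20.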
# TRHR enhancer – allosterically enhances the human TRH receptor. P34981. TRHR cells, fluo-8 calcium fluorescence, EC20 TRH enhancement. enhancement, % at 2 µM. 0.66% of 360,000 active; in the data active = enhancement above about 30%; note: 0% is about no effect
#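 Enhancer read-out: after compound pinning and an initial kinetic agonist-mode read, an EC20 of TRH (10 nM final) was injected and fluo-8 calcium signal (Ex 480/Em 530) followed at 1 s/cycle for 100 cycles in TRHR-expressing cells.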
# D2 ag – D2 dopamine receptor (human) agonism; 0.53% of 340,000 active; P14416; activation, % at 2 µM; HEK293 T-REx D2 cells, calcium flux agonist mode;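 active = activation over 3 SD above normal in the single-dose calcium agonist read, cut at about 30% in these data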; note: 0% is about no effect
# Target sequence (P14416 whole entry, looked up): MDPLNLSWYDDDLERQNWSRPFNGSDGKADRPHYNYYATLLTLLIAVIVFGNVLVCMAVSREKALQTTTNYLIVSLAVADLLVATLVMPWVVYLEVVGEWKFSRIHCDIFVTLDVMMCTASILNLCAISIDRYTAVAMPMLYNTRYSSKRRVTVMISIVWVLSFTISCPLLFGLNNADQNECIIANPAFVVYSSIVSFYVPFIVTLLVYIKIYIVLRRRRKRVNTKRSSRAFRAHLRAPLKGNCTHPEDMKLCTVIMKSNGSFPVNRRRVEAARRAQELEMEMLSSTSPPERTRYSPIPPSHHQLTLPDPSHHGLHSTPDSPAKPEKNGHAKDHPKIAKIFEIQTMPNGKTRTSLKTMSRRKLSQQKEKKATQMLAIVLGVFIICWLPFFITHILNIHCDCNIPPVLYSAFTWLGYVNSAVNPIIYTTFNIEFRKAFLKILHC
#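 In this primary screen, compounds producing a positive calcium signal within 180 s of addition to tetracycline-induced, force-coupled HEK293 Trex D2 cells are flagged; cells are dye-loaded with a no-wash calcium kit beforehand.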
# D2 antagonist – antagonizes the human D2 dopamine receptor; HEK293 TREx D2 cells, calcium flux, dopamine EC80; inhibition, % at 10 µM; 2% of 340,000 active; AID 485344; in the data active = inhibition above about 30%; note: 0% is about no effect
#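 Dopamine at EC80 is the agonist stimulus; test compounds precede it by 180 s. Calcium flux read kinetically in a force-coupled, inducible HEK293 T-REx D2 cell line.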
# mIDH1 inhibitor – human IDH1 R132H inhibition | IDH1-R132H enzyme, NADPH consumption, diaphorase/resazurin fluorescence | Potency, µM (highest dose often 76.6 µM), for inactives: at the top dose activity change, negative = inhibition, hits mostly inhibitors | 0.093% of 390,000 active | AID 602179; note: potency is the fitted concentration of half-maximal effect; % is set by controls: 0 for no effect and ±100 for the full control effect; nearly all actives have a fitted effect of over 65% in size
# Target sequence (O75874 whole entry R132H, stated change not applied): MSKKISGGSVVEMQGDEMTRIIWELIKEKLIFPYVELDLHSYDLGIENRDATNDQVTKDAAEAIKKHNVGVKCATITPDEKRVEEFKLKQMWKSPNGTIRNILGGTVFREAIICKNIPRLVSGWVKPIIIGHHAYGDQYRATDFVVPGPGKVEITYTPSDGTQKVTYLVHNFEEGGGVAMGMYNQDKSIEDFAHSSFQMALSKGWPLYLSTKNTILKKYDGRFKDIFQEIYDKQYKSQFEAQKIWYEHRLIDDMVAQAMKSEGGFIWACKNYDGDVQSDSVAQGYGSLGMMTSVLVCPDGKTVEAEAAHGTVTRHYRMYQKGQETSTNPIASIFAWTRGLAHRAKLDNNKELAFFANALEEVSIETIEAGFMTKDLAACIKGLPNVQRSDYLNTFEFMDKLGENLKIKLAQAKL
#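 IDH1-R132H (0.5 ug/mL) preincubated 30 min with compound, then NADPH (0.016 mM) and alpha-KG (2 mM) added; 80 min at RT, pH 7.5. Remaining NADPH coupled via diaphorase/resazurin to fluorescence (540/590 nm); concentration-response curves normalized to no-enzyme control.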
# Numbers without * were called inactive; ? = inconclusive; . = no result given; [ ] = dose if it differs, or a comment. Unless noted, calls come from the whole dose curve; as a rule, active = well fitted inhibition curve with a large enough effect; inconclusive = small, poorly fitted or top-dose-only effect; inactive = no such curve, though single readings can be large or run the other way.
smiles	TrxR1 substrate	TRHR agonist	TrxR1 inh	Pin1 inh	USP1 inh	TRHR enhancer	D2 ag	D2 antagonist	mIDH1 inhibitor
Cc1ccc(/C=C/C(=O)NCCc2c[nH]c3ccccc23)o1	-5%	-1.6	?	-2%	-16%	0	1.1	-5	10%
COc1ccc(Nc2ncnc3c2cnn3Cc2ccccc2)cc1	-6%	-0.2	-3%	-1%	-9%	-6	-0.2	3	2%
COc1cc(OC)cc(-c2cc3nc(C)c(CCC(=O)O)c(=O)n3[nH]2)c1	38%[activator]	0.1	29%	1%	-14%	-6	0.0	-5	-1%
COc1cccc(NC(=S)N2CCC(C(=O)c3ccc(F)cc3)CC2)c1	4%	.	-12%	-8%	-16%	.	.	.	-2%
C=CCSc1nc(O)c(C2OC(=O)c3c2ccc(OC)c3OC)c(=O)n1-c1ccccc1 (centres undefined)	-2%	0.1	-1%	4%	-6%	1	-1.0	-1	15%
COCC(C)N=C1NN=C(c2ccc(NC(C)=O)cc2)CS1 (centres undefined)	-6%	0.8	-17%	3%	-2%	-3	1.5	28	-1%
O=C(CN1CCOCC1)N1CCN(c2nnc(-c3ccccc3)c3ccccc23)CC1	-5%	0.9	?	-2%	-18%	0	0.3	3	3%
COc1ccccc1CNC(=O)c1ccccc1NC(=O)C1=C(C)OCCS1	-12%	0.4	-4%	-4%	-15%	0	-0.6	-12	9%
Clc1ccsc1-c1ccnc(-n2cccc2)n1	-1%	-0.9	14%	3%	-14%	3	0.8	-12	-4%
Cc1ccc(/C=C/C(=O)N2CCCC(C(N)=O)C2)o1 (centres undefined)	-2%	-1.1	?	0%	-12%	-1	0.5	2	8%
Cc1ccccc1CCN(CC(=O)NC1CCCCC1)C(=O)c1csnn1	9%[57.1 µM]	-0.3	13%[57.1 µM]	5%	-4%	4	-0.5	-1	6%
CCOP(=O)(OCC)C(Nc1ccccc1)c1ccc2c(c1)OCO2 (centres undefined)	-6%	1.4	-2%	6%	-22%	-7	-0.2	-12	-4%

smiles	TrxR1 substrate	TRHR agonist	TrxR1 inh	Pin1 inh	USP1 inh	TRHR enhancer	D2 ag	D2 antagonist	mIDH1 inhibitor
CCOc1ccc(OCC(O)CNC2CCN(Cc3ccccc3)CC2)cc1 (centres undefined)	4%	1.2	20%	-1%	5%	4	1.7	-5	2%
CCCCNC(=O)NNC(=O)C1CC1(c1ccccc1)c1ccccc1 (centres undefined)	-6%	-0.4	0%	0%	-18%	-10	-0.2	13	0%
O=C(COC(=O)c1cc[n+]([O-])cc1)Nc1ccccc1Sc1ccccc1	-13%	-0.7	?	-1%	-17%	-6	-2.3	-3	6%
Cc1cc(=O)oc(C)c1C(=O)NCCc1ccc(F)cc1	-4%	0.4	-8%	0%	-15%	-5	0.0	-3	3%
Cc1oc2cc3oc(=O)c(CCC(=O)NCCCN4CCCC4=O)c(C)c3cc2c1C	14%	1.0	-16%	0%	23%	-7	-0.2	-21	-12%
C/C(=N\NC(=O)C1CC1c1ccccc1)c1cccs1 (centres undefined)	8%[57.1 µM]	0.9	-7%[11.4 µM]	0%	-8%	-4	.	.	0%
CCN(CC)CCNC(=O)Cn1ncc2c3ccccc3n(Cc3ccc(Cl)cc3)c2c1=O	1%	2.0	1%	?	-15%	-1	-0.6	.	23%
CCOc1ccccc1C(O)C1=CC(=O)c2ccccc2C1=O (centres undefined)	1%[57.1 µM]	.	-3%[57.1 µM]	.	-16%	.	.	.	5%
CCOC(=O)C1=C(C)N(C)C(=S)NC1c1cccc(Cl)c1Cl (centres undefined)	-2%	-1.2	1%	-4%	-21%	0	-1.9	11	-8%
CC(C)(C)c1cc[n+](/C(C(=S)Nc2ccccc2F)=C(/[O-])c2ccc3c(c2)OCCO3)cc1	-6%[57.1 µM]	0.4	2%[57.1 µM]	6%	-17%	-5	-0.4	-2	0%
Cc1nc2ccccn2c1C(=O)N/N=C/c1cc(C)n(-c2ccc(Cl)cc2)c1C	2%	-1.4	-4%	-4%	-12%	5	-0.2	-33	-1%
CC1=NN(C(C#N)c2ccccc2C)C(c2ccccc2)C1 (centres undefined)	-2%	-0.4	8%	-4%	-18%	-8	-0.3	-6	3%

smiles	TrxR1 substrate	TRHR agonist	TrxR1 inh	Pin1 inh	USP1 inh	TRHR enhancer	D2 ag	D2 antagonist	mIDH1 inhibitor
CCOC(=O)Cn1c(=O)oc2cc(S(=O)(=O)N3CCN(c4cc(C)ccc4C)CC3)ccc21	2%	-0.3	26%	18%	0%	-6	-1.2	.	7%
CC(C)(C)OC(=O)C[C@@H]1C/C=C\C[C@@H](CC(=O)N(CCO)Cc2ccccc2)C(=O)NC[C@@H](c2ccccc2)OC1=O	-4%	.	9%	0%	9%	.	.	.	1%
O=c1ccccn1Cc1c(Cl)cccc1Cl	6%	0.3	11%	-1%	-22%	-5	-0.2	8	5%
O=C(NC1CCCC1)C1c2ccccc2C(=O)N1C1CCCCC1 (centres undefined)	7%	-0.1	19%	-8%	1%	-2	0.3	6	2%
COc1cccc(CNC(=O)c2sc3ncccc3c2-n2c(C)ccc2C)c1OC	2%[57.1 µM]	-0.7	20%[57.1 µM]	7%	-5%	-6	-1.4	.	-19%
CCn1cc(C(=O)O)c(=O)c2cc(F)c(N3CCN(S(=O)(=O)c4ccc5c(c4)OCCO5)CC3)cc21	151%[activator]	-0.1	134%[activator]	2%	-26%	-2	-1.1	5	7%
COc1cc(-c2nnc(SCC(=O)NCc3ccccc3Cl)o2)cc(OC)c1OC	-1%	0.1	13%	0%	-21%	-10	.	.	30%
O=C(NCc1ccco1)c1cccc(S(=O)(=O)N2CCc3ccccc32)c1	-20%	-0.2	5%[57.1 µM]	-2%	-1%	-3	-0.8	-10	0%
C/C(=N\NC(=S)Nc1ccc(C)cc1)c1cc2ccccc2o1	-6%	-0.4	-12%	15%	-18%	0	-1.7	12	-4%
Cc1cc(NC(=O)CCCC(=O)NCc2cccs2)no1	-2%	0.4	12%	-1%	2%	7	0.5	-12	-1%
O=C(Nc1ncccc1O)c1ccc(Oc2ccccc2)cc1	6%[57.1 µM]	-1.0	6%[57.1 µM]	3%	-20%	5	-1.0	-1	3%
O=[N+]([O-])c1cc(S(=O)(=O)C(F)(F)F)ccc1NCC1CCCO1 (centres undefined)	6%[57.1 µM]	0.4	12%[57.1 µM]	2%	-15%	-1	2.9	0	6%

# Of the compounds above, these have a Cl atom:
smiles	TrxR1 substrate	TRHR agonist	TrxR1 inh	Pin1 inh	USP1 inh	TRHR enhancer	D2 ag	D2 antagonist	mIDH1 inhibitor
Clc1ccsc1-c1ccnc(-n2cccc2)n1	-1%	-0.9	14%	3%	-14%	3	0.8	-12	-4%
CCN(CC)CCNC(=O)Cn1ncc2c3ccccc3n(Cc3ccc(Cl)cc3)c2c1=O	1%	2.0	1%	?	-15%	-1	-0.6	.	23%
CCOC(=O)C1=C(C)N(C)C(=S)NC1c1cccc(Cl)c1Cl (centres undefined)	-2%	-1.2	1%	-4%	-21%	0	-1.9	11	-8%
Cc1nc2ccccn2c1C(=O)N/N=C/c1cc(C)n(-c2ccc(Cl)cc2)c1C	2%	-1.4	-4%	-4%	-12%	5	-0.2	-33	-1%
O=c1ccccn1Cc1c(Cl)cccc1Cl	6%	0.3	11%	-1%	-22%	-5	-0.2	8	5%
COc1cc(-c2nnc(SCC(=O)NCc3ccccc3Cl)o2)cc(OC)c1OC	-1%	0.1	13%	0%	-21%	-10	.	.	30%

# Carrying on.
smiles	TrxR1 substrate	TRHR agonist	TrxR1 inh	Pin1 inh	USP1 inh	TRHR enhancer	D2 ag	D2 antagonist	mIDH1 inhibitor
O=C(Nc1nc2ccccc2s1)Nc1ccc([N+](=O)[O-])cc1Cl	.	-0.1	.	.	.	6	0.1	1	.
CCOC(=O)C1(Cc2ccccc2C(F)(F)F)CCN(CCCn2cccn2)CC1	-6%	0.5	3%	1%	-10%	1	-0.2	48*	-2%
CCCCn1c(SCC(=O)c2ccccc2)nc2sc3c(c2c1=O)CCCC3	-1%	0.4	2%	-1%	?	-4	0.5	.	16%
CCOc1ccc(CCN2C(=O)C(=O)N([C@@H](CC(C)C)CN3CCC[C@@H]3CN3C(=O)C(=O)NC[C@@H]3Cc3ccccc3)C[C@@H]2CC(C)C)cc1	2%	.	14%	-1%	-15%	.	.	.	?
O=C(NC1CCCCCC1)C1CCN(S(=O)(=O)N2CCC3(CC2)OCCO3)CC1	8%[57.1 µM]	-0.1	4%[57.1 µM]	-13%	-12%	-16	-0.3	-16	1%
CN(C)C(=O)CSc1ncccc1-c1nc2ccccc2[nH]1	7%[57.1 µM]	0.3	14%[57.1 µM]	-13%	-9%	4	0.8	-5	7%
Nc1ccc(C2=Nc3cccc4cccc(c34)N2)cc1	-2%	-1.5	3%	6%	-26%	-1	-1.3	9	-2%
CCOc1ccc(C2C(C#N)=C(N)Oc3nc[nH]c(=O)c32)cc1 (centres undefined)	6%[57.1 µM]	0.1	-5%[57.1 µM]	-1%	0%	-2	2.9	13	-2%
c1ccc2cc3[nH]c(CN4CCOCC4)nc3cc2c1	25%	0.2	0%	-1%	-17%	-3	0.2	-8	8%
O=C1C2CCCCN2C(=O)N1CCCN1CCN(c2cccc(C(F)(F)F)c2)CC1 (centres undefined)	-1%	.	9%	-5%	-23%	.	.	.	9%

# Look-ups from the results shown.
# Nc1ccc(C2=Nc3cccc4cccc(c34)N2)cc1 in USP1 inh reads -26%
# CN(C)C(=O)CSc1ncccc1-c1nc2ccccc2[nH]1 in TRHR agonist reads 0.3

# Source: PubChem

# These rows are one share of the data; count on the stated rates, not on these rows.
